GLS inh – blocks human kidney-isoform glutaminase activity | O94925 | GLS enzymatic activity, qHTS titration | Potency, µM (highest dose often 45.5 µM), for inactives: top-dose activity change, negative = inhibition, actives largely listed as inhibitors | 410,000 tested, 0.21% active; further: potency means the concentration at half of the fitted maximal effect
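Glutamate formation by hKGA was monitored fluorometrically using coupled glutamate oxidase, HRP and Amplex Red. Substrate was added as 1 mM L-glutamine solution; incubation was 30 min at RT after an initial read.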
RGS4 inhibitor – human RGS4 inhibition | Transcreener GDP fluorescence polarization, RGS4-accelerated GTP hydrolysis | 390,000 tested, 0.039% active | Potency, µM (titrated, usually from 114 µM), for inactives: top-dose activity change, negative = inhibition, actives largely listed as inhibitors | AID 504845; further: potency means the concentration at half of the fitted maximal effect; nearly all actives have a fitted effect of over 75% in size; some results filed as inactive show a strong effect at the top dose
Target sequence (P49798 whole entry, looked up): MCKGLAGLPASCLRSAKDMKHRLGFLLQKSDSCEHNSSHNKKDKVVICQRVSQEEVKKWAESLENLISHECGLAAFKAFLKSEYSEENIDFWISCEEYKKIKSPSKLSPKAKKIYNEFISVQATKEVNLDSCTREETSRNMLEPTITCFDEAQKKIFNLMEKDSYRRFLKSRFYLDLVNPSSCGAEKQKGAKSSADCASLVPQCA
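MLSMR compounds (23 nl, pin-transferred) preincubated 10 min at room temperature with a 500nM (2x) first reagent, then RGS4 at 900nM (2x) plus Transcreener GDP mix added; fluorescence polarization (620/688 nm) read before and after 90 min at 30 °C.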
G9a block – G9a (human) methyltransferase inhibition; G9a H3K9 monomethylation, AlphaScreen, 2 h; 350,000 tested, 8.8% active; Potency, µM (titrated, usually from 102 µM), for inactives: at the highest dose activity, negative = inhibition, actives largely listed as inhibitors; Q96KQ7; further: potency means the concentration at half of the fitted maximal effect; nearly all actives have a fitted effect of over 75% in size
Target sequence (Q96KQ7 913-1193 limits assumed): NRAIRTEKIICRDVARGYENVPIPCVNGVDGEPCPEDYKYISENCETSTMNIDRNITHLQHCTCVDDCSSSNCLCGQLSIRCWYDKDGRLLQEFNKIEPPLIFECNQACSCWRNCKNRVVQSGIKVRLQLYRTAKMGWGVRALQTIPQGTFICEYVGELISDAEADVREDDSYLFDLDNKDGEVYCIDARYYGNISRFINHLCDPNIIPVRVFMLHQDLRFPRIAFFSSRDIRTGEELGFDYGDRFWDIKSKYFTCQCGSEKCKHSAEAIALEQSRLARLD
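G9a (20 nM) was preincubated 15 min with compound, then reacted 2 h at room temperature with 500 nM biotin-H3K9 peptide and 20 µM SAM. Monomethyl-H3K9 detected by AlphaScreen using anti-H3K9me1 antibody.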
PI4K2A block – PI4K2A (human) kinase inhibition; purified PI4K2A, ADP-Glo luminescence, 1 h; active compounds read low; Q9BTU6; 420,000 tested, 0.13% active; activity change, negative = inhibition, % at 76.9 µM; in the data active means activity change below about -50%; inconclusive means mostly about -30% to -49%;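 further: -100% = wells without enzyme as full effect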
Target sequence (Q9BTU6 whole entry, looked up): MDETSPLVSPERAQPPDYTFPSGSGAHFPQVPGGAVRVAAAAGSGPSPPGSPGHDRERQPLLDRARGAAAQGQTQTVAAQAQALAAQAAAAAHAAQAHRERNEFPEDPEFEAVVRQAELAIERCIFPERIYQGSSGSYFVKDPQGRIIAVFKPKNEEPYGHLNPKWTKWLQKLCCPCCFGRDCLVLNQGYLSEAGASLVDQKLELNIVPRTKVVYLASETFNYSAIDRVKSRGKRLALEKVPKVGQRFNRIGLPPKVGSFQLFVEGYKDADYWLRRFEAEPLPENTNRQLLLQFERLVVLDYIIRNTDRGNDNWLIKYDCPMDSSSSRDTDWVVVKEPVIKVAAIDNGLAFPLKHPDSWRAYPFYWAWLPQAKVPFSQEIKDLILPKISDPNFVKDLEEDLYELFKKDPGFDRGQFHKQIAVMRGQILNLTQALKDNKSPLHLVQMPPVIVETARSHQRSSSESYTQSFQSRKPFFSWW
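In this quantitative HTS, ADP production by PI4K2A was quantified luminescently after 1 h at ambient temperature; 100 microM adenosine served as plate-quality control.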
12-LOX inh – inhibitors of human 12S-lipoxygenase ALOX12 | P18054 | purified 12hLO, xylenol orange hydroperoxide absorbance | Potency, µM (titrated, usually from 108 µM), for the others: at the highest dose activity change, negative = inhibition, most hits filed as inhibitors | 580,000 tested, 1.1% active; further: potency means the concentration at half of the fitted maximal effect
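Purified human 12hLO (150 nM final) in 25 mM Hepes, 0.01% Triton X-100, pH 7.0 was preincubated 15 min at room temperature with compound. Then 40 uM arachidonic acid was added, 30 min. Hydroperoxide was read by Fe-XO absorbance ratio 573/405 nm.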
BAZ2B block – BAZ2B (human) inhibition. Q9UIF8. AlphaScreen BAZ2B-H3K14Ac peptide displacement. Potency, µM (series often up to 114 µM), for the others: at the highest dose activity change, negative = inhibition, usual class: inhibitors. 360,000 tested, 4.4% active; further: potency means the concentration at half of the fitted maximal effect; nearly all actives have a fitted effect of over 60% in size
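Inhibition is scored as reduced AlphaScreen emission. The BAZ2B/b-H3(5-23)K14Ac complex (50 nM each) in PBS pH 7.4, 0.01% Tween-20 meets compound (up to 110 uM) for 30 min at RT before bead addition.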
* marks the source's active call; other numbers are inactive results; i = inactive; u = inconclusive; x = no result given; & = joins results of further samples; ! = repeats disagree; [ ] = dose if it differs, or a comment. Unless noted, the call rests on the fitted dose curve; in most records, active means well fitted curve in the direction sought with a large enough effect; inconclusive means small, poorly fitted or top-dose-only effect, or another doubt; inactive means no such curve, though single readings can be large; an effect the other way counts as inactive or inconclusive. Unless noted, on the % scale 0 is the no-effect control and ±100 the full control effect.

GLS inh	RGS4 inhibitor	G9a block	PI4K2A block	12-LOX inh	BAZ2B block	canonical_smiles
x	i	x	x	0.0%	x	CS(=O)(=O)c1ccc(-c2cc(Br)sc2-c2ccc(F)cc2)cc1
x	-163.4%[56.9 µM]	x	x	0.0%	x	CC(C)(C)c1ccc(S(=O)(=O)/C=C\C#N)cc1
-1.5%	x	x	x	-1.4%	x	Fc1ccc(Nc2nnc(-c3ccncc3)s2)cc1Cl
-1.6%	x	x	x	u	x	COC1=C(OC)C(=O)C(CC=C(C)CCC=C(C)CCC=C(C)CCC=C(C)CCC=C(C)CCC=C(C)CCC=C(C)CCC=C(C)CCC=C(C)CCC=C(C)C)=C(C)C1=O
-1.7%	x	x	x	-11.3%	x	CN(C)Cc1ccccc1
23.3%	x	x	x	-17.5%[57.4 µM]	x	CN1[C@@H]2CCC[C@@H]1CC(NC(=O)c1nn(C)c3ccccc13)C2 (some centres undefined)
-0.2%	x	x	x	-22.8%[57.4 µM]	x	CC(C)N1[N]C(=C2C=c3cc(O)ccc3=N2)c2c(N)ncnc21
16.1%	x	x	x	0.0%	x	OCc1cc([C@@H](O)CNCCCCCCOCCCCc2ccccc2)ccc1O
2.7%	x	x	x	-8.1%[57.4 µM]	x	CC[C@@H]([C@H](C)O)n1ncn(-c2ccc(N3CCN(c4ccc(OCC5CO[C@@](Cn6cncn6)(c6ccc(F)cc6F)C5)cc4)CC3)cc2)c1=O (some centres undefined)
13.7%	x	x	x	0.2%	x	OC1c2c(F)cccc2N=C2CCCCN21 (centres undefined)
u	x	x	x	9.68µM*	x	COC(=O)[C@]12CCC(C)(C)C[C@@H]1[C@@H]1C(=O)C=C3[C@@]4(C)C=C(C#N)C(=O)C(C)(C)[C@@H]4CC[C@@]3(C)[C@]1(C)CC2
15.3%	x	x	x	1.2%	x	O=C(CN1CCOCC1)NN=Cc1ccc([N+](=O)[O-])o1
-11.3%	x	x	x	-0.1%[57.4 µM]	x	CCCCC(F)(F)[C@@]1(O)CC[C@H]2[C@H](CC(=O)[C@@H]2CCCCCCC(=O)O)O1
17.5%	x	x	x	-20.5%[57.4 µM]	x	O=C(NOC[C@H](O)CO)c1ccc(F)c(F)c1Nc1ccc(I)cc1F
x	-6.1%[56.9 µM]	17.4%[59 µM]	1.6	x	x	COc1ccc2c(c1)CCC1C2CC[C@@]2(C)C1CC[C@@H]2NCCCCCCN1C(=O)CCC1=O (some centres undefined)
x	u	u	-8.3	x	x	O=C1NC(=O)/C(=C/c2ccc3nccnc3c2)S1
x	u	u	-6.0	x	x	CCCCC#Cc1nc(NC)c2ncn([C@@H]3O[C@H](CO)[C@@H](O)[C@H]3O)c2n1
x	-4.4%[56.9 µM]	3.16µM*	-6.1	x	x	NC(N)=[N+]1CCc2ccccc2C1
x	u	u	-9.7	x	x	CC(N)(Cc1ccc(O)cc1)C(=O)O (centres undefined)
x	-2.5%[56.9 µM]	20µM*!	1.2	x	x	CNc1ncnc2c1ncn2[C@H]1C[C@H](OP(=O)(O)O)[C@@H](COP(=O)(O)O)O1
x	-7.4%[56.9 µM]	5.2%[59 µM]	5.7	x	x	CC(C)(C)c1ccc(/C=C/C(=O)Nc2ccc3c(c2)OCCO3)cc1
x	u	u	0.3	x	x	Brc1c(Br)c(Br)c2[nH]cnc2c1Br
x	u	2.99µM*	2.2	x	x	Oc1ccc(Cn2cc[nH]c2=S)cc1
x	18.9µM*	21.2µM*!	-3.1	x	x	O=C1NC(=O)c2cc(Nc3ccccc3)c(Nc3ccccc3)cc21
x	5.3%&7.3%[56.9 µM]	5.32µM*	-0.1&2.8	x	x	CC(C)(C)c1onc(OCP(=O)(O)O)c1CC(N)C(=O)O (centres undefined)
x	-8.9%[56.9 µM]	9.47µM*	0.4	x	x	CCCCN1CCC(n2c(=O)[nH]c3ccccc32)CC1
x	-1.9%[56.9 µM]	22.1%[59 µM]	1.1	x	x	NC(N)=N[C@@H](CCC(=O)O)C(=O)O
x	-20.9%[56.9 µM]	6.7µM*!	-6.4	x	x	O=C(O)[C@H]1NCCC[C@H]1C(=O)O
0.5%	x	-0.9%[12.7 µM]	0.5	x	x	CC(C)CCCC(C)N (centres undefined)
9.8%	x	u	i	x	x	Cc1cccn2c(=O)c(-c3nnn[nH]3)cnc12
4.9%	x	17.3%[21.5 µM]	3.9	x	x	CC1(C)OC(=O)NC1=O
4.7%	x	2.8%[12.7 µM]	2.5	x	x	FC1(F)C(F)(F)C(F)(F)C2(F)C(F)(F)C(F)(F)C(F)(F)C(F)(F)C2(F)C1(F)F (centres undefined)
-10.5%	x	23.0%[59 µM]	2.5	x	x	CC(=O)Oc1cccc(C)c1
-6.6%	x	-40.2%[2.33 µM]	0.6	x	x	CCCCCCOc1ccccc1C(N)=O
-2.1%	x	u	-5.3	x	x	Cc1ncc(CO)c(CN)c1O
4.0%	x	8.3%[59 µM]	-1.0	x	x	CCCCN1CCCC[C@H]1C(=O)Nc1c(C)cccc1C
-5.1%	x	-26.0%[2.33 µM]	4.5	x	x	CC(=O)NCc1c(I)c(NC(C)=O)c(I)c(C(=O)O)c1I
-16.7%	x	40.0%[59 µM]	1.6	x	x	CCCCCCCCCCC(CO)CCCCCCCC (centres undefined)
36.9%[activator]	x	u	-5.3	x	x	CCN(CC)C(=O)/C(C#N)=C/c1cc(O)c(O)c([N+](=O)[O-])c1
25.9%	x	-3.9%[12.7 µM]	-1.2	x	x	CC(=O)O[C@H]1C[C@@H]2CC[C@@H]3[C@H](CC[C@@]4(C)[C@H]3C[C@H]([N+]3(C)CCCCC3)[C@@H]4OC(C)=O)[C@@]2(C)C[C@@H]1N1CCCCC1
x	x	16.2%[59 µM]	x	22.6%	3.8%	Cc1cccc(NC(=O)CSc2nnc(NC(=O)CN3CCCCC3)s2)c1
x	x	8.6%	x	-6.7%	-19.9%	CCOc1ccccc1NC(=O)NC(C)c1ccc2c(c1)OCO2 (centres undefined)
x	x	u	x	u	-1.3%	Cn1c(-c2nnn(-c3ccc(F)cc3)n2)cc2ccccc21
x	x	22.4%[59 µM]	x	0.0%&0.0%	-16.5%	COc1cc(CNC(=O)CCCC/C=C\C(C)C)ccc1O
x	x	16.4%[0.501 µM]	x	u	u	O=C(O)c1ccc2c(c1Sc1ccccc1)C(=O)c1ccccc1C2=O
x	x	-4.4%	x	-1.0%	-15.2%	O=C(Cn1c(=S)[nH]c2ncccc2c1=O)NCCc1ccccc1
x	x	-19.4%	x	0.2%	u	CCC(=O)Nc1cccc(NC(C)=O)c1
x	x	-10.6%[59 µM]	x	438.2%[activator]	9.2%	O=C(Cn1cc2c(n1)CCCCC2)Nc1ccc(F)cc1F

Reprinted at random: three entries already listed, in no set order.
GLS inh	RGS4 inhibitor	G9a block	PI4K2A block	12-LOX inh	BAZ2B block	canonical_smiles
x	x	-4.4%	x	-1.0%	-15.2%	O=C(Cn1c(=S)[nH]c2ncccc2c1=O)NCCc1ccccc1
36.9%[activator]	x	u	-5.3	x	x	CCN(CC)C(=O)/C(C#N)=C/c1cc(O)c(O)c([N+](=O)[O-])c1
x	x	-19.4%	x	0.2%	u	CCC(=O)Nc1cccc(NC(C)=O)c1

(cont.)
GLS inh	RGS4 inhibitor	G9a block	PI4K2A block	12-LOX inh	BAZ2B block	canonical_smiles
x	x	-5.1%	x	-10.6%	-31.3%	CCn1cc(C(=O)N2CCc3ccccc3C2)c(=O)c2cc(S(=O)(=O)N3CCCCC3)ccc21
x	x	2.9%	x	-5.0%	-1.1%	CC(C)CC(=O)Nc1cccc(C(C)O)c1 (centres undefined)
x	x	u	x	-14.5%	-5.9%	COc1ccc(/C(O)=C2/C(=O)C(=O)N(c3ncccn3)C2c2ccc(C(C)(C)C)cc2)cc1 (centres undefined)
x	x	u	x	0.3%	-18.9%	Cc1scc(C(=O)N/N=C/c2ccc([N+](=O)[O-])o2)c1C
x	x	7.6%	x	-0.4%&-14.3%	2.8%	CCOc1ccc(NC(=O)c2nn(-c3ccc(OC)cc3OC)c(=O)c3ccccc23)cc1
x	x	10.9%[59 µM]	x	u	8.8%	O=C1C(=O)N(CCCN2CCOCC2)C(c2cccs2)/C1=C(/O)c1ccc2c(c1)OCO2 (centres undefined)
x	x	50.1µM*	x	u	4.2%	COc1cc(/C=C2\C(=O)NN(c3ccccc3)C2=O)ccc1OCC(N)=O
x	x	18.7%	x	0.0%	0.2%	NC(=O)Cn1nc2sc3ccccc3n2c(=O)c1=O
x	x	28.2µM*	x	u	u	Cc1nnc(N2C(=O)C(=O)/C(=C(/O)c3ccc4c(c3)OCCO4)C2c2ccc([N+](=O)[O-])cc2)s1 (centres undefined)
x	x	u	x	17.8µM*	u	Oc1ccc(Nc2nc(-c3ccc4ccccc4c3)cs2)cc1
x	x	u	x	-5.7%	-0.7%	O=c1oc2c(CN3CCOCC3)c(O)c(Cl)cc2c2c1CCC2
x	x	10.4%	x	-5.0%	0.4%	COc1ccc(CNC(=O)c2ccc(Br)cc2)cc1
x	x	50.1µM*	x	0.0%	-38.8%	COC(=O)c1[nH]c2cccc(OC)c2c1NC(=O)CCN1CCN(c2cccc(Cl)c2)CC1
x	x	-6.1%	x	-28.6%	-2.1%	O=C(Cc1ccc(-n2c(=O)c3ccccc3n(Cc3cccc([N+](=O)[O-])c3)c2=O)cc1)NCC1CCCO1 (centres undefined)
x	x	4.5%[59 µM]	x	-5.0%	-14.1%	CCCCC1CCC(C(=O)NCC(c2ccco2)N2CCOCC2)CC1 (centres undefined)
x	x	u	x	-17.2%	-5.3%	Nc1cc(C(F)(F)F)ccc1C(=O)O
x	x	16.5%[59 µM]	x	16.3%	3.4%	Cc1ccc2c(Cn3cc(C(F)(F)F)cc(Cl)c3=O)cc(=O)oc2c1
x	x	2.6%	x	4.2%	-7.6%	Cc1cc2nc(-c3ccccn3)c(-c3ccccn3)nc2cc1C
x	x	-1.5%[2.33 µM]	x	-9.3%	u	CCC(=O)Nc1ccc(C(=O)Cn2nc(C(=O)O)c3ccccc3c2=O)cc1
x	x	51.0%[activator]	x	0.0%	33.9%[activator]	O=C(Nc1ccc(-n2ccc(C(F)(F)F)n2)cc1)Nc1cccc(Cl)c1
x	x	-2.1%[12.7 µM]	x	1.4%	u	Cc1cc(=O)oc2cc(NC(=O)c3cc4ccccc4o3)ccc12
x	x	u	x	0.3%	-1.8%	Cc1cc(C)nc(NS(=O)(=O)c2ccc(NC(=O)CN3C(=O)c4ccccc4C3=O)cc2)n1
x	x	98.3%[activator][59 µM]	x	-22.1%	31.7%[activator]	CN(C)CCCNS(=O)(=O)c1ccc(N2CCC(c3ccc(Cl)cc3)=N2)cc1
x	x	u	x	-7.8%	1.3%	Cn1c(N)c(C(=O)COC(=O)c2cc(C(F)(F)F)nc3ccccc23)c(=O)n(C)c1=O
x	x	79.4µM*	x	u	u	O=C(CCN1C(=O)/C(=C\c2ccccc2F)SC1=S)Nc1ccc(C(=O)O)c(O)c1
x	x	61.2%[activator]	x	-20.0%	-3.6%	CC(=O)c1cc2c(cc1NS(=O)(=O)c1ccccc1C)OCO2
x	x	25.1µM*	x	-22.8%	-4.9%	Cc1sc2nc(C(C)Sc3n[nH]c(N)n3)[nH]c(=O)c2c1C (centres undefined)
x	x	8.91µM*	x	11.2µM*	22.4µM*	CCOC(=O)C1=C(Cc2ccc(C)cc2)C(=O)c2ccccc2C1=O

Screening results (PubChem)

This is a subset, so the mix of outcomes need not match the whole.
